Peg3 imprint: inducers of genomic imprint erasure in mouse ES cells | 0.02% of 110,000 active | mouse ES Peg3-LacZ reporter, beta-gal luminescence, 40 h | AID 1948 | Potency, µM (top dose mostly 60.7 µM), without a hit: top-dose activity change, positive = activation, hits mostly activators;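 also: 0% = negative control wells on the plate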
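Imprint erasure is scored as LacZ activity from the silenced maternal Peg3 allele in feeder-free female ES cells cultured 40 h with LIF. Luminescence is normalized to in-plate negative controls and fitted to the Hill equation.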
IkB sig inh: suppresses IkB signaling in ABC-DLBCL reporter cells; ABC-DLBCL IkBa-CBG/CBR dual luciferase ratio, 4 h; response scale: scaled: untreated 0%, proteasome inhibitor 100%; AID 445; Potency, µM (series often up to 57.1 µM), inactives show at the top dose IkBa stabilization activation; 0.04% of 110,000 active; active = well fitted curve in the direction sought with a large enough effect in the signal ratio, not every such curve was filed as active; inconclusive = small, poorly fitted or top-dose-only effect, or a change in a side signal; the % refers to the signal ratio;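 also: the direction sought is a rising ratio; 0% = basal untreated cells and 100% = reference inhibitor full response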
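Curves were fitted separately to fusion (green), unfused (red) and ratio luminescence, then classed by r2, magnitude and activity. Cells: OCI-Ly3, 4 h compound plus doxycycline at 37C; 10 uM MG-132 defined full response.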
p53ts 39C kill: kills p53ts cells at the nonpermissive temperature; H1299-p53A138V viability at 39C, ATP luminescence, 24 h; Potency, µM (series often up to 46.1 µM), without a hit: top-dose activity change, negative = cell killing, most hits filed as cytotoxic; 1.5% of 130,000 active; AID 902; also: nearly all actives have a fitted effect of over 55% in size
p53ts 32C kill: cytotoxicity in p53ts cells at permissive temperature. 0.93% of 130,000 active. H1299-p53A138V at 32C, ATP luminescence viability, 24 h. Potency, µM (highest dose often 46.1 µM), inactives show top-dose activity change, negative = cytotoxicity, usual class: cytotoxic;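 also: 0% = DMSO and -100% = full killing by reference compound; nearly all actives have a fitted effect of over 55% in size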
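H1299-p53 A138V cells (temperature-sensitive p53) exposed 24 h to up to 46 uM compound at 32C, where p53 is wild-type in conformation. Viability read as ATP luminescence and normalised to DMSO and 100 uM tamoxifen. AC50 fitted with the Hill equation.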
* hit, by the source's call; ? = inconclusive; / = no result given; & = joins results of further samples; [ ] = another dose, or the depositor's remark. Unless noted, calls follow the shape of the dose curve; as a rule, active = well fitted curve in the direction sought with a large enough effect; inconclusive = small, poorly fitted or top-dose-only effect, or another doubt; inactive = no such curve, though single readings can be large; an effect the other way counts as inactive or inconclusive. Unless noted, % is scaled to controls: 0 for no effect and ±100 for the full control effect; potency is read from the fitted curve at half-maximal effect. Rows were taken by chance; 1.7% or so of the library scored in one or more.

Every second line gives: p53ts 32C kill	IkB sig inh	p53ts 39C kill	Peg3 imprint
[1] O=C(O)CCNS(=O)(=O)c1ccc(Oc2ccccc2)cc1
 : 3%	-2.1%	10%	-2%
[2] O=C(Cn1cc(S(=O)(=O)N2CCCC2)c(S(=O)(=O)N2CCCC2)c1)Nc1cccc(F)c1
 : -4%	?	11%	-8%[10.9 µM]
[3] Cc1cc(C)c(S(=O)(=O)N2CCN(Cc3nc4ccc(C)cc4o3)CC2)c(C)c1
 : -14%	?	-28%	-14%[10.9 µM]
[4] CCC(=O)Nc1ccccc1-c1nc2ccccc2n(CC(=O)Nc2ccc(C)c(C)c2)c1=O
 : -7%	0.0%	-9%	-14%[10.9 µM]
[5] Cc1ccc(CCNS(=O)(=O)c2cnc[nH]2)cc1
 : 0%	-0.2%	-4%	-13%
[6] Cc1ccc2nc(-c3cccc(-c4nc5ccc(C)cc5o4)n3)oc2c1
 : -4%	-0.6%	-3%	-8%
[7] CC(CNC(=O)CCCn1c(=O)c2cccn2c2ccc(F)cc21)c1ccccc1 (configuration not stated)
 : 39%[activator]	?	-7%	-10%[10.9 µM]
[8] O=C(O)COc1ccccc1Cc1ccccc1
 : 4%	0.3%	1%	-5%
[9] N#Cc1cn(CC(=O)O)c2ccccc12
 : -8%	1.5%	3%	/
[10] COc1ccc(NC(=O)CCCCn2c(=O)[nH]c3ccccc3c2=O)cc1
 : 5%	1.0%	-5%	-13%
[11] CCOC(=O)N1CCC(NC(=O)Cn2cc3c(n2)CCC(C)C3)CC1 (configuration not stated)
 : 8%	-0.2%	-2%	-12%
[12] CCn1c(C)c(C)c2cc(C(=O)NCCc3cc(OC)c(OC)c(OC)c3)ccc21
 : 30%[activator]	-4.1%	-21%	-19%[10.9 µM]
[13] COC(=O)c1cccc(C23CC4(C2)[C@H](CN(C)[C@@H]4c2ccccc2)C3c2ccccc2)c1 (some centres not stated)
 : 3%	/	10%	-7%
[14] CCc1ccc(CNC(=O)C2CCN(C(=O)c3ccc(-n4ccc5ccccc54)s3)CC2)cc1
 : -15%	?	-23%	-16%[10.9 µM]
[15] COc1ccc(NC(=O)C2CCCN2S(=O)(=O)c2ccc(F)cc2)cc1 (configuration not stated)
 : 6%	3.1%	3%	-14%
[16] COC(=O)c1ccccc1NC(=O)c1ccccc1SC
 : -3%	1.7%	-6%	-7%
[17] COC(=O)c1cc2sccc2n1CC(=O)Nc1ccc(C)cc1C
 : -7%	-2.2%	-17%	-10%[10.9 µM]
[18] CCOc1cc2[nH]c(=O)n(CC3CCC(C(=O)NCCC(C)C)CC3)c(=O)c2cc1OCC (configuration not stated)
 : 1%	-2.0%	6%	-2%
[19] COc1ccccc1-c1nnc(C2CCN(C(=O)c3ccc(Cl)cc3)CC2)o1
 : 7%	1.9%	1%	-5%[10.9 µM]
[20] Cc1cc(C)cc(NC(=O)COc2cccc3c(=O)n(C)ccc23)c1
 : -2%	8.1%	-8%	-12%[10.9 µM]
[21] COc1ccc(N(CC(=O)Nc2ccccc2SC)S(C)(=O)=O)cc1OC
 : -2%	-0.7%	5%	-4%
[22] CCc1ccccc1NC(=O)[C@@H](c1ccccc1)N1Cc2ccccc2C1=O
 : 10%	?	-15%	-11%[10.9 µM]
[23] CCSc1nc2ccccc2c(OCc2ccc(Cl)cc2)c1C(=O)OC
 : 7%	-0.7%	15%	7%[10.9 µM]
[24] O=c1cc(-c2ccccc2)oc2cc(O[C@@H]3O[C@H](CO)[C@@H](O)[C@H](O)[C@H]3O)c(O)c(O)c12
 : -14%	/	-6%	-19%
[25] COc1cccc(CNC(=O)CSc2nnc(C)c3c(C)n(-c4ccccc4)nc23)c1
 : 11%	?	?	-3%[10.9 µM]
[26] CC(C)C(NC(=O)OCc1ccccc1)C(=O)NCC(=O)OC(C)(C)C (configuration not stated)
 : -7%	1.2%	0%	-9%
[27] COc1ccc2c(C)c(CC(=O)NCCc3ccc(Cl)cc3)c(=O)oc2c1C
 : 1%	-2.8%	11%	22%[10.9 µM]
[28] C[C@@H](c1ccccc1)N1C(=O)[C@H]2[C@H]3[C@H](O)[C@H](O)C/C(=N/OC[C@@H](O)COCc4ccco4)[C@H]3CC[C@@H]2C1=O
 : 2%[9.22 µM]	/	-8%[9.22 µM]	/
[29] CCCN(CCC)CCNC(=O)CS(=O)Cc1nc(-c2ccc(OC)c(OC)c2)oc1C (configuration not stated)
 : 0%	0.0%	-9%	-12%[10.9 µM]
[30] CCC(=O)NCCSc1c[nH]c2ccccc12
 : -19%	1.0%	-19%	16%
[31] COc1ccc(N2CCCn3c2nc2c3c(=O)n(CCc3ccccc3)c(=O)n2C)cc1
 : 2%	-0.6%	-2%	13%
[32] CC(C(=O)O)N1C(=O)CSC1=S (configuration not stated)
 : 3%	0.9%	11%	8%
[33] CCOC(=O)c1ccc(NS(=O)(=O)c2cnc[nH]2)cc1
 : -1%	-2.1%	-4%	1%
[34] CN(C)c1ccc(CNC(=O)C2CCN(C(=O)c3ccc(-n4ccc5ccccc54)s3)CC2)cc1
 : -8%	16%	-17%	-19%[10.9 µM]
[35] O=C(CCC(=O)N(CC(=O)NC1CCCC1)Cc1ccc2c(c1)OCO2)Nc1ccccn1
 : 2%	-1.0%	-7%	-4%
[36] CCCN(CCO)Cc1cccc(Oc2ccccc2)c1
 : -7%	0.0%	2%	-15%
[37] Cc1ccccc1Nc1nc(N)nc(COC(=O)C(NC(=O)c2ccco2)C(C)C)n1 (configuration not stated)
 : 0%	0.7%	-7%	0%
[38] CCCCCCn1c2c(c(=N)c3c1CCC3)CCC2
 : 3%	-2.0%	1%	-7%
[39] COc1ccc(-n2c(C)cc(C(=O)COC(=O)c3cc(NC(=O)c4cccs4)c(OC)c(OC)c3)c2C)cc1
 : 4%	/	15%	/
[40] O=C(NCc1cccs1)c1ccc(CSc2nc3ccncc3n2Cc2ccccc2F)cc1
 : 1%	?	29%	-13%[10.9 µM]
[41] Cc1cc(C)c2cc(C(c3nnnn3CC3CCCO3)N3CCN4CCCC4C3)c(=O)[nH]c2c1 (configuration not stated)
 : 1%	2.5%	-11%	1%
[42] Cn1nc(-c2ccc(OCC(=O)Nc3cccc(C(F)(F)F)c3)cc2)c2ccccc2c1=O
 : -22%	1.9%	?	-12%[10.9 µM]
[43] COc1ccc(C)cc1NC(=O)Cc1ccc(NC(=O)N2CCCCc3ccccc32)cc1
 : -6%	?	-13%	-10%[10.9 µM]
[44] COC(=O)c1sccc1NC(=O)c1ccoc1C
 : -1%	-4.2%	-17%	1%
[45] CCOC(=O)c1cc(S(=O)(=O)N2CCN(c3cccc(C)c3C)CC2)[nH]n1
 : 2%	?	2%	7%[10.9 µM]
[46] CC(C)CNS(=O)(=O)c1ccc(CCC(=O)N2CCN(Cc3ccccc3)CC2)cc1
 : -5%	4.1%	0%	-33%[inhibitor]
[47] Cc1ccccc1CNC(=O)c1nn(-c2ccccc2F)nc1CO
 : 8%	-0.9%	-2%	12%[10.9 µM]
[48] C/C(=N\NS(=O)(=O)c1ccccc1)c1cccc(NC(=O)c2cccc(Cl)c2)c1
 : -6%	/	-7%	/
[49] CCS(=O)(=O)c1cccc(C(=O)Nc2ccc(-c3nc4ccccc4s3)c(O)c2)c1
 : 10%	-5.0%	-12%	5%[10.9 µM]
[50] NC(N)=NC(N)=Nc1cccc(Cl)c1
 : -4%&6%	?	-4%&5%	-50%&-44%[inhibitor]

Later entries
Every second line gives: p53ts 32C kill	IkB sig inh	p53ts 39C kill	Peg3 imprint
[51] CN(C)CC/C=C1/c2ccccc2Sc2c(O)cc(Cl)cc21
 : -9%	/	3%	/
[52] O=S(=O)(Nc1ccc2c(c1)OCCO2)c1cccs1
 : 0%	16%	18%	-8%
[53] CCOc1ccc(C(=O)Nc2c(C)nc(Nc3ccccc3)nc2Nc2ccccc2)cc1OCC
 : 9%	?	-19%	-13%[10.9 µM]
[54] CCC(=O)N1c2ccccc2CC1C(=O)NCc1ccc(CC)cc1 (configuration not stated)
 : -7%	1.4%	-24%	8%[10.9 µM]
[55] CCOc1ccc(-c2n[nH]c(C)c2Oc2ccccc2OC)c(O)c1
 : 35%[activator]	7.6%	-19%	-19%
[56] Cc1oc(-c2ccc(C(=O)N(C)Cc3ccccc3)cc2)nc1CN1CCc2ccccc21
 : 11%	3.3%	-2%	-13%[10.9 µM]
[57] CCCCSc1nnc(-c2ccccc2N)c(=O)[nH]1
 : -8%	/	1%	/
[58] Cc1ccccc1NC(=O)COc1ccc2oc3c(c2c1)CCCC3
 : 0%	?	1%	10%[10.9 µM]
[59] CCOc1ccc(NC(=O)CN2CCN(C3c4ccccc4-c4ccccc43)CC2)cc1
 : -4%	/	-19%	/
[60] COCc1nn2c(N)c(C#N)cnc2c1-c1ccccc1
 : -13%	-3.3%	-19%	-15%
[61] O=C(CSc1ccc(Cl)cc1)c1ccco1
 : -22%	?	-2%	-24%
[62] COc1ccc(-c2nc3cc(NC(=O)Cc4ccc(Cl)cc4)ccc3o2)cc1OC
 : 10µM*	?	7.9µM*	-21%[10.9 µM]
[63] C/C(N)=C(/C#N)C(=O)CSc1nnnn1-c1ccc(C)cc1C
 : 9%	?	2%	-12%
[64] Cc1cccc(CS(=O)(=O)Cc2ccc(C(=O)NCCc3ccccc3)o2)c1
 : -4%	-1.3%	?	-10%[10.9 µM]
[65] CCc1nc2ccccc2c(=O)n1NC(=O)c1c(O)c2ccccc2[nH]c1=O
 : 18%	3.6%	7%	-5%
[66] Cn1nnnc1SCC(=O)N1CCCc2ccccc21
 : 19%	/	14%	/
[67] O=C(NCCc1ccccn1)c1ccc(S(=O)(=O)N2CCCCCC2)cc1
 : -19%	0.8%	8%	-14%
[68] O=C1C=C(O)CC(c2ccco2)C1 (configuration not stated)
 : 8%	/	19%	/
[69] COc1cc(NC(=O)Cn2cc(S(=O)(=O)N3CCC(C)CC3)c3ccccc3c2=O)cc(OC)c1OC
 : 15%	?	7%	-5%[10.9 µM]
[70] Cc1ccc(C(=O)O)c(C(=O)Nc2nc(C)cs2)c1
 : 2%	11%	4%	/
[71] COC(=O)c1[nH]c2cc(OC)ccc2c1NC(=O)c1ccc2c(c1)OCO2
 : 0%	/	-12%	/
[72] COC(=O)c1ccc(OCC2c3cc(OC)c(OC)cc3CCN2C(=O)C(C)C)cc1 (configuration not stated)
 : 8%	-1.5%	?	-11%[10.9 µM]
[73] COCc1cc(C)nc2sc(C(=O)OC(C)C)c(N)c12
 : 0%	5.4%	-6%	-13%
[74] CCOc1ccc(CCNC(=O)c2cc3c(=O)n(CC)c4ccccc4c3s2)cc1OCC
 : 9%	-0.4%	3%	?
[75] CCOC(=O)N1CCC(Nc2c(N3CCN(c4cccc(C(F)(F)F)c4)CC3)c(=O)c2=O)CC1
 : -3%	?	-7%	-18%
[76] Oc1cc2c(c(Cl)c1O)CCNC[C@H]2c1ccccc1
 : -14%&-15%	0.0%&-0.5%	-17%&-6%	-53%[inhibitor]
[77] Cc1ccc2nc(Cl)c3cc(C(=O)NCCCN4CCC(C)CC4)sc3c2c1
 : -5%	1.0%	?	-7%[10.9 µM]
[78] Cc1cc(NC(=O)c2oc3ccccc3c2C)ccc1-n1cnnn1
 : -19%	?	?	-17%
[79] O=C(CN1CCOCC1)N1CCCc2c1c(=O)oc1ccc(OCc3ccccc3)cc21
 : -7%	2.0%	0%	-15%
[80] Cc1ccc(CNC(=O)c2cnc(N3CCCCC3)c3ccccc23)cc1
 : 3%	?	-18%	17%[10.9 µM]
[81] CCOC(=O)c1ccc(NC(=O)c2c(NCc3cc(OC)c(OC)cc3OC)sc3c2CCCC3)cc1
 : 11%	?	6%	-8%[10.9 µM]
[82] CCCCc1ccc(NC(=O)CSc2nnc3[nH]c(=O)cc(C)n23)cc1
 : -3%	6.6%	?	6%[10.9 µM]
[83] CCS(=O)(=O)N1CCN(Cc2nc3ccccc3c(=O)[nH]2)CC1
 : -5%	2.3%	-4%	-14%
[84] Cc1cccc(OCc2cc(=O)n3c(-c4ccccc4)csc3n2)c1C
 : -9%	0.3%	-21%	-16%[10.9 µM]
